# Source: PubChem
# TRAIL sens C8: sensitizes caspase-8 expressing cells to TRAIL; NB7+C8 cells + TRAIL, ATPlite viability luminescence; inhibition (viability loss, TRAIL sensitization), % at 10 µM; 1% of 360,000 active; AID 624354;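 active = compounds causing at least 50% loss of cell viability in the single-dose screen, relative to plate controls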
# LMP1 NFkB inh: reduces LMP1-driven NF-kappaB luciferase signal; inhibition, % at 12.5 µM; 0.69% of 350,000 active; LMP1-induced NF-kappaB luciferase reporter cells, luminescence; in the data active = inhibition above about 41%;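 also: 0% = neutral control wells and 100% = reference inhibitor control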
# COUP-TFII inh: inhibitors of human COUP-TFII (NR2F2); P24468; HEK293T NGFI-A luciferase reporter, luminescence; inhibition, % at 8.6 µM; 0.7% of 370,000 active;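 active = inhibition above a per-plate cutoff, mean inhibition of test wells between control levels plus 3 SD, cut at about 38% in these data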;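 also: cells cotransfected with COUP-TFII expression vector driving the NGFI-A reporter; 0% = median of COUP-TF2 test wells and 100% = reporter-only cells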
# CF NFkB block: blocks PAF-induced NF-kB reporter in cystic fibrosis cells. inhibition, % at 5 µM. 0.86% of 360,000 active. KKLEB NF-kB-GFP reporter, GFP fluorescence overnight. AID 588850;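 active = at least 50% inhibition at 5 µM, scaled per plate between neutral and stimulator controls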;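 also: PAF is a Pseudomonas aeruginosa culture filtrate used as stimulus; plate controls were PAF-stimulated DMSO wells for no effect and unstimulated DMSO wells for full effect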
# SRC3 inh: inhibits human SRC3 coactivator; HEK293 GAL4-SRC3 luciferase reporter, luminescence; 0.17% of 360,000 active; AID 588352; inhibition, % at 3.6 µM;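 active = inhibition above a per-campaign cutoff, the mean of all compounds plus 3 SD, cut at about 60% in these data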;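 also: 0% = DMSO-treated cells and 100% = gossypol-treated cells at 36 µM; higher means less SRC3-driven luciferase light from the GAL4 reporter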
# SRC2 inh: inhibits human steroid receptor coactivator 2 | HEK293 GAL4-SRC2 luciferase reporter, luminescence | inhibition, % at 9 µM | 0.17% of 370,000 active | AID 651957;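 active = inhibition above the mean inhibition of all tested compounds plus 3 SD, set per campaign, cut at about 52% in these data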;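 also: 0% = DMSO treated cells and 100% = cells given Gossypol at 36 µM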
# KKLEB tox: counter-screen for CF NF-kB inhibitors: cytotoxicity | KKLEB CF airway cells viability, ATPlite luminescence, overnight; hits give low values; cells stimulated with P. aeruginosa culture filtrate | activity change (cytotoxicity), % at 5 µM | 0.36% of 360,000 active | AID 602141;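 active = corrected activity change at or below -50% at 5 µM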
# NCOA1 inh: human NCOA1 inhibition; HEK293 GAL4-SRC1 luciferase reporter, luminescence; inhibition, % at 3.6 µM; 0.12% of 360,000 active; AID 588354;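 active = inhibition above the campaign mean plus 3 SD, with each screening campaign given its own cutoff, cut at about 60% in these data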;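 also: 0% = DMSO treated cells and 100% = gossypol at 36 µM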
# Target sequence (Q15788 whole entry, looked up, the tested form may be a part): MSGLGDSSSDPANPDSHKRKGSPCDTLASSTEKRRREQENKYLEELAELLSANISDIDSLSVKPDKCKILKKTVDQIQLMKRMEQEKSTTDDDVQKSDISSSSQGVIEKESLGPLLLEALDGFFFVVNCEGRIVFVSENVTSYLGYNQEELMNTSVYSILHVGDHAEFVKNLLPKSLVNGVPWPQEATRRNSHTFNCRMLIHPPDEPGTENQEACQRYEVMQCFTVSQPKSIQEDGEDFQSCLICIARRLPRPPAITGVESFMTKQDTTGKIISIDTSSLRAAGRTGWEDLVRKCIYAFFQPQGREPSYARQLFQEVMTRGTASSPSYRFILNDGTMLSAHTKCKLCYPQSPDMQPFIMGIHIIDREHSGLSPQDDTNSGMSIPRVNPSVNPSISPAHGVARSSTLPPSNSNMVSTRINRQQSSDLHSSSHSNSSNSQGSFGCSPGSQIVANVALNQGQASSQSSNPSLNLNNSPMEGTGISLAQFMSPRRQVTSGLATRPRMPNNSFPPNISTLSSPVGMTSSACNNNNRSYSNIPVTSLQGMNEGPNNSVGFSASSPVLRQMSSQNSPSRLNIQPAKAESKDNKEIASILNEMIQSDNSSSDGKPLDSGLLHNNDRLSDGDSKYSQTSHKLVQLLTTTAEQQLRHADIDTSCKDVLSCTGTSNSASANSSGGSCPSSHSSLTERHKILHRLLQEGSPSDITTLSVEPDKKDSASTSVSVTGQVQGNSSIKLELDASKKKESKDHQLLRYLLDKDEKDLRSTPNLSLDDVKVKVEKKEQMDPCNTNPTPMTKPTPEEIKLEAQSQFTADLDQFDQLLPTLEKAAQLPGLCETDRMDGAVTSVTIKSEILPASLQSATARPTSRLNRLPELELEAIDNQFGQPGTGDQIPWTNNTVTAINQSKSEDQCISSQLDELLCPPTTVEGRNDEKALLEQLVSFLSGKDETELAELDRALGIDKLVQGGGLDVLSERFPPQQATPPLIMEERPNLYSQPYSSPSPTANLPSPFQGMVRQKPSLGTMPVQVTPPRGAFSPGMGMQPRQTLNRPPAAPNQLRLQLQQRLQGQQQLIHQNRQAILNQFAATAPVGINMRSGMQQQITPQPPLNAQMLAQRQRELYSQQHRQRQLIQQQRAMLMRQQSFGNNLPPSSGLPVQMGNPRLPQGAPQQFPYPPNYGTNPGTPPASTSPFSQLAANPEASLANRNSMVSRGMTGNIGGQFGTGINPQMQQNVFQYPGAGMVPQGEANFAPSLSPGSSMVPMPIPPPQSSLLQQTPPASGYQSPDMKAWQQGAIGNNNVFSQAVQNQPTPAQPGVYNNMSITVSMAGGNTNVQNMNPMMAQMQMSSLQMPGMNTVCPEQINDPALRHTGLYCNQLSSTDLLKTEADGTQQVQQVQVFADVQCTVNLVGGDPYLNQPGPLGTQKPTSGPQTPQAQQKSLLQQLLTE
# TWEAK-Fn14 inh: TWEAK-Fn14 signaling inhibition | TWEAK-stimulated Fn14 reporter cells, luciferase luminescence, 8 h | inhibition, % at 10 µM | 2% of 360,000 active | AID 1159606; in the data active = inhibition above about 50%
# TROY NFkB inh: blocks TROY-dependent signaling in reporter cells; inhibition, % at 10 µM; Q293 LMP1-TROYcd NF-kB luciferase reporter, 4 h; 0.98% of 360,000 active;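 active = compounds whose plate-normalised and pattern-corrected inhibition of the luciferase reporter signal at the single screening dose is 50% or more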
# NR5A2 inv ag: NR5A2 inverse agonism in reporter assay. O00482. inhibition, % at 3.6 µM. HEK293T StAR-luciferase reporter, LRH-1 transfected, 24 h. 0.13% of 360,000 active;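 active = inhibition above the mean inhibition of all tested compounds plus 3 SD, cut at about 73% in these data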;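 also: 0% = DMSO wells and 100% = reporter-only cells lacking LRH-1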
# The depositor's hits bear a star; x = no result given.
canonical_smiles,NCOA1 inh,NR5A2 inv ag,CF NFkB block,LMP1 NFkB inh,TRAIL sens C8,SRC3 inh,TWEAK-Fn14 inh,TROY NFkB inh,SRC2 inh,COUP-TFII inh,KKLEB tox
Cc1ccccc1-c1cc2nc(Oc3cccc4ccccc34)n(C)c(=O)c2s1,-9.7,-8.1,7.6,x,-15.4,-19.8,32.3,44.5,-5.5,-20.4,-7.7
CC(=O)Nc1cccc(NS(=O)(=O)c2cc3c4c(c2)CCN4C(=O)CC3)c1,-14.0,20.7,4.8,-8.1,9.1,-32.8,-3.1,2.3,7.8,-17.4,1.7
Cc1ccc(S(=O)(=O)N2C[C@H]3[C@H]4C(=O)N(Cc5ccccc5)C(=O)[C@H]4CC(=O)[C@H]3[C@@H]2c2cccc3ccccc23)cc1,11.7,-13.2,2.6,x,32.7,4.5,-12.2,8.9,-6.3,-11.6,-5.1
Cc1nnc(SCC(=O)Nc2cccc(S(=O)(=O)N(C)c3ccccc3)c2)s1,-4.7,1.7,18.2,19.6,10.2,17.5,40.4,17.7,3.4,16.1,-7.5
COc1ccc(OC)c(C=Nc2ccccc2-c2nc3ccccc3[nH]2)c1,-45.0,-69.8,4.1,-8.2,-0.6,-22.2,2.8,-67.5,-42.8,-64.1,-7.7
Cc1cccc2c1cnn2C(=O)Nc1cc(F)ccc1F,-59.8,-8.8,-5.7,-12.2,15.6,-63.5,12.9,3.2,-53.1,-3.2,-4.4
O=C(O)c1cc(-c2ccc(Cl)s2)[nH]n1,4.7,-4.3,-12.9,2.4,0.6,13.6,-7.7,-14.5,9.2,-1.8,0.2
CCN(CC)c1nc(Nc2ccccc2)nc(Oc2ccc(C(=O)OC)cc2)n1,9.8,7.4,18.2,6.2,14.6,21.3,26.7,22.5,-1.2,13.9,-13.7
OC1CNc2c(ccc3ccccc23)C1 (configuration not stated),-7.2,-3.2,3.9,-3.6,2.8,-15.9,-1.3,2.7,2.8,-1.9,-1.2
COc1ccc(Cc2nnc(NS(=O)(=O)c3ccc(NC(C)=O)cc3)s2)cc1,4.9,12.4,-7.7,-3.7,-5.1,-3.4,-9.8,10.1,-9.0,-7.8,10.5
Cn1cnnc1SCC(=O)Nc1ccccc1,-6.3,-15.0,-31.9,-9.9,0.6,2.1,15.4,-9.2,13.8,-12.0,2.4
CC(C)(C)C(=O)Nc1cccc2[nH]ncc12,-5.3,10.2,6.4,2.2,-8.5,-0.6,-2.4,-7.3,16.4,-10.2,-2.8
COc1ccccc1CNC(=O)COC(=O)c1ccc([N+](=O)[O-])o1,-12.9,18.5,-21.8,-1.5,-2.7,15.5,16.6,8.6,20.2,-2.6,-10.5
CSc1ncnc2c1ncn2CCCNCC(C)c1ccccc1 (configuration not stated),-21.8,-3.7,-14.3,2.2,-13.4,10.2,8.2,5.7,-36.6,-0.6,11.6
CCOCCCNC(=O)c1ccccc1NC(=O)C1=C(C)OCCS1,13.0,-6.8,-22.1,-12.7,-1.7,8.1,7.7,-9.1,4.1,-6.4,6.7
COC(=O)c1cc(C(=O)OC)cc(-n2c(C)cc(C(=O)CC#N)c2C)c1,12.2,-14.2,-13.6,4.4,-9.0,-11.6,2.3,8.3,-19.5,9.5,4.2
C(=N\n1cnnc1)/c1cccs1,-16.1,-0.2,-14.7,-2.5,-5.8,11.4,4.2,0.7,2.5,3.6,13.0
COC(CNC(=O)c1ccc(Cn2c(=S)[nH]c3cc4c(cc3c2=O)OCO4)cc1)OC,-18.4,-1.1,8.8,-5.2,-7.5,-6.6,-10.5,-1.8,9.1,-0.4,-8.1
CN(Cc1ccc(F)cc1)C(=O)c1ccc2c(c1)NC(=O)CS2,-7.5,11.0,1.4,-4.4,-6.3,13.8,1.4,5.4,6.7,12.0,-4.3
Cc1ccc(S(=O)(=O)N2CCCC2)cc1C(=O)NC1CCCCC1,2.5,4.2,-6.9,2.9,2.7,-2.5,-5.5,14.5,17.2,-5.3,24.3
Cc1ccc(NNC(=O)c2snnc2C)cc1Cl,-26.8,-9.9,-9.1,-12.2,-22.8,15.9,-25.9,-9.7,-23.6,-0.8,12.3
COc1ccc(-c2cc(N3C(=O)Nc4ccccc4N3O)n[nH]2)cc1,10.2,-14.7,11.9,5.8,6.1,19.0,20.4,10.8,-0.5,-10.1,0.9
CCOC(=O)c1ccc(N(C(=O)c2cnccn2)C(C(=O)NC2CCCCC2)c2cn(C)nc2C)cc1 (configuration not stated),-1.9,20.3,-4.8,3.5,-11.9,-0.9,-9.0,4.5,-8.8,-8.2,-0.4
CC1(C(=O)NC2CCCC2)CCC(=O)N1Cc1ccccc1Cl (configuration not stated),6.6,4.1,6.7,3.7,4.4,10.7,6.6,-6.9,2.0,-10.6,-7.8
COc1ccc(C2C(Oc3ccccc3C)C(=O)N2Cc2ccc(F)cc2)cc1OC (configuration not stated),6.4,-3.3,6.4,-8.8,2.7,13.7,-1.0,-9.1,2.7,-2.9,0.1
Cc1ccc(-c2ccc(CN3C(C(C)C)C(=O)N(Cc4cn(CCC5OCCO5)nn4)CCS3(=O)=O)cc2)cc1 (configuration not stated),5.3,-17.3,32.8,1.0,-2.1,6.5,20.1,33.2,-0.2,10.8,-27.6
Cc1ccc(S(=O)(=O)N2CCCC(C(=O)NCc3ccco3)C2)cc1Cl (configuration not stated),-26.4,-19.7,12.1,1.6,-2.5,-16.6,16.5,-4.2,-11.1,3.0,1.1
N#Cc1cccc(C(=O)Nc2cc(S(=O)(=O)N3CCOCC3)ccc2N2CCCC2)c1,15.7,25.4,18.3,-5.8,18.3,22.5,-29.2,3.5,5.7,4.0,3.0
CCC1=NN(C(=O)c2ccccc2O)C(O)(c2ccccc2)C1 (configuration not stated),-49.3,-65.3,11.8,3.7,20.8,-27.6,-2.2,7.7,-72.7,19.2,-11.3
CC1CN(C2CCN(C(=O)c3cccc(Cl)c3)CC2)CC(C)O1 (configuration not stated),-7.7,5.5,8.4,-6.6,-7.5,-20.5,49.3,0.0,-0.2,17.0,-1.0

# Looked up by compound from the list above (two):
canonical_smiles,NCOA1 inh,NR5A2 inv ag,CF NFkB block,LMP1 NFkB inh,TRAIL sens C8,SRC3 inh,TWEAK-Fn14 inh,TROY NFkB inh,SRC2 inh,COUP-TFII inh,KKLEB tox
COc1ccc(C2C(Oc3ccccc3C)C(=O)N2Cc2ccc(F)cc2)cc1OC (configuration not stated),6.4,-3.3,6.4,-8.8,2.7,13.7,-1.0,-9.1,2.7,-2.9,0.1
CCOC(=O)c1ccc(N(C(=O)c2cnccn2)C(C(=O)NC2CCCCC2)c2cn(C)nc2C)cc1 (configuration not stated),-1.9,20.3,-4.8,3.5,-11.9,-0.9,-9.0,4.5,-8.8,-8.2,-0.4

# New compounds follow.
canonical_smiles,NCOA1 inh,NR5A2 inv ag,CF NFkB block,LMP1 NFkB inh,TRAIL sens C8,SRC3 inh,TWEAK-Fn14 inh,TROY NFkB inh,SRC2 inh,COUP-TFII inh,KKLEB tox
Cc1ccc(NC(=O)Cc2ccc(Cl)cc2)nc1,-33.6,-18.1,8.0,-2.1,23.1,7.0,-4.5,-41.6,-23.0,-2.5,10.5
Cc1ccc(NC(=O)CSc2nnc(C)c(=O)n2N)cc1Cl,2.2,-6.5,-13.7,3.9,-13.7,2.6,1.7,13.2,13.1,-11.7,-4.3
COc1ccc(Br)cc1CN(C)C(=O)c1ccccc1SCC(=O)N1CCCC1,0.0,2.0,9.3,-0.2,-0.6,-8.1,-8.9,-22.7,-3.8,-8.2,-11.3
CCOC(=O)Cc1nn2c(=O)cc(C)nc2s1,2.8,-1.1,-18.0,-5.7,-1.1,13.8,0.7,9.7,-24.8,0.0,-2.2
CC1CCCCC1NC(=O)C1Cc2ccccc2CN1S(C)(=O)=O (configuration not stated),5.5,-25.3,-11.2,-6.4,-7.0,11.9,-2.2,2.8,-33.2,-33.9,-1.0
COc1ccc(-n2c(SCC(=O)NNC(=O)c3ccc(C)cc3)nnc2-c2ccncc2)cc1,-5.2,17.8,-7.8,1.0,-0.7,7.7,-8.8,-7.1,3.1,7.9,-1.0
COc1ccc(-c2nn(-c3ccccc3)cc2C(=O)Nc2nccs2)cc1OC,2.8,20.2,-3.0,0.1,8.4,3.4,21.9,2.5,10.5,4.2,-5.3
COc1ccc(/C=C2\CCC(C3CCCC3)C2=O)cc1OC (configuration not stated),-52.1,-1.8,-0.6,-2.8,3.8,-103.7,-22.7,-49.2,-44.2,-12.8,6.4
CCOc1ccc(NC(=O)CN2CCN(C3c4ccccc4-c4ccccc43)CC2)cc1,-3.2,62.4,-5.1,-27.6,-4.8,6.4,3.0,-37.6,22.1,1.5,0.7
CCN(CC(=O)NCc1ccc(F)cc1)C(=O)CN1CCN(c2ccccc2OC)CC1,4.6,13.0,14.1,-1.7,-0.4,-13.1,3.1,6.9,-11.8,-7.8,5.2
NC(=O)c1ccc(=O)n(C2OC(CO)C(O)C2O)c1 (configuration not stated),-7.3,-16.9,-8.3,-3.3,-24.2,2.7,7.2,7.7,-20.1,5.8,19.9
Cc1ccc(Cn2c(C3CCCN3c3nc(-c4ccc(F)cc4)cs3)nc3cc(C(F)(F)F)ccc32)cc1 (configuration not stated),-14.4,-1.9,18.9,-5.0,19.5,-1.6,4.8,14.6,0.8,5.0,-1.7
COC(=O)NCc1ccc(Cl)c(Cl)c1,3.2,1.3,-14.0,-2.8,-5.3,3.7,11.2,1.3,-12.7,7.6,1.6
CCn1nc(C)c(CNC(=O)Nc2ccc3c(c2)OCO3)c1C,-63.1,-32.5,1.9,-1.9,16.5,-47.3,-0.8,-31.9,-27.4,-16.4,-0.2
CCC(CO)Oc1cc(NCc2cccc(C(F)(F)F)c2)c2ncn(C(C)C)c2c1 (configuration not stated),-3.4,5.6,6.7,-3.8,13.8,-11.9,-2.9,-4.7,-9.1,3.1,-1.1
Cc1ccc2nc(C3CCCN(C(=S)Nc4cccc(C)c4C)C3)[nH]c2c1 (configuration not stated),-5.7,-26.2,6.1,-1.3,15.1,19.6,-8.0,26.3,2.9,-7.4,-7.8
COc1ccc(OC)c(NC(=O)COc2ccc(Br)cc2)c1,15.8,-5.3,1.6,-14.5,0.8,5.7,-20.3,4.5,20.0,9.2,1.6
C/C(=N/N=C(/N)SCc1ccccc1)C(C)(C)C,-33.9,-45.5,4.1,-1.7,-8.5,-7.0,-37.0,-3.2,-33.1,-24.8,1.7
CC(C)c1ccc2[nH]c3c(c2c1)CCCC3=O,-14.2,2.2,-9.2,6.2,4.5,-12.9,5.2,-26.1,-5.1,-34.0,-1.3
CC1CC(C)CN(c2nc3c(c(=O)n(C)c(=O)n3C)n2C)C1 (configuration not stated),20.1,-1.1,7.1,2.0,-4.4,11.8,-4.8,-3.0,1.4,-3.0,-11.9
O=C(/C=C/c1ccc2ccccc2n1)c1cc(Cl)ccc1O,-28.5,-6.7,-4.4,-13.1,1.9,-56.6,0.3,-33.9,-38.4,-10.5,-0.8
COc1cc(C2NCC(c3ccc(Cl)cc3Cl)c3c2[nH]c2ccccc32)cc(OC)c1OC (configuration not stated),8.7,-25.0,-0.7,5.9,-3.2,2.8,36.6,44.5,14.6,10.0,2.4
CN(Cc1ccccc1)C(=O)c1cccc(NC(=O)Cc2ccc(NC(=O)C3CCN(S(=O)(=O)c4cccc([N+](=O)[O-])c4)CC3)cc2)c1,-9.0,1.1,13.7,-9.6,3.2,-8.1,2.3,-2.4,3.7,3.6,-2.1
